# Screens as filed in PubChem.
# D1 PAM: Potentiators of Human D1 Dopamine Receptor: qHTS; D(1A) dopamine receptor (Homo sapiens), P21728; HEK293 TREx D1 cells, calcium flux, dopamine EC20 potentiation; potentiation, % at 10 µM; actives 0.036% (n = 360,000); AID 504651, 2011; in the data active = potentiation above about 30%; also: 0% is about no effect
# Target sequence (P21728 whole entry, looked up): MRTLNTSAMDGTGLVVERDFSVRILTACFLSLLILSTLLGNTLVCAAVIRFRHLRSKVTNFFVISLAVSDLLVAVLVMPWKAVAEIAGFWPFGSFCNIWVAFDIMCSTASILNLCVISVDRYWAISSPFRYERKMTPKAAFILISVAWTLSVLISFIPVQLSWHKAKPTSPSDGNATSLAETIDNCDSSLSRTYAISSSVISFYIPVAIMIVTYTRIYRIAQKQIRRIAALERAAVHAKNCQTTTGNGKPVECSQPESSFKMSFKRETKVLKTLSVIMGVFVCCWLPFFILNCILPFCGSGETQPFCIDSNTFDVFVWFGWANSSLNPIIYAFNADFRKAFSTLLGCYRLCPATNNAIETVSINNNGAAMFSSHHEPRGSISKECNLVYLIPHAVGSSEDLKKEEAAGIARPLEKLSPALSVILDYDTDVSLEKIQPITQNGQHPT
# Glioma ERSR ind: qHTS for Inducers of the Endoplasmic Reticulum Stress Response (ERSR) in Human Glioma: qHTS; actives 0.02% (n = 420,000); U87-MG GRP78 promoter luciferase reporter, 16 h; Potency, µM, for inactives: top-dose activation, most hits filed as activators; also: potency is read from the fitted curve at half-maximal effect; series mostly up to about 76 µM; % of control where 0% means no effect; nearly all actives have a fitted effect of over 35% in size
#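 Stably transfected U87-MG human glioma cells carrying a GRP78-based luminescent sensor were seeded at 1000 cells/well, pin-dosed with compounds and incubated 16 h. Luciferase reagent was then added, and end-point luminescence was read after 10 min at room temperature.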
# RXFP1 agonist: qHTS Assay for Agonists of the Relaxin Receptor RXFP1. Relaxin receptor 1 (Homo sapiens), Q9HBX9. HEK293T-RXFP1 cAMP TR-FRET, 30 min; response scale: percent of porcine relaxin response, buffer zero. Potency, µM (doses to about 57.5 µM), inactives show at the top dose activation, usual class: activators. actives 0.3% (n = 370,000). AID 2676, 2010; also: potency is read from the fitted curve at half-maximal effect; % is scaled to controls: 0 for no effect and ±100 for the full control effect; nearly all actives have a fitted effect of over 60% in size; many of its hits are not listed in these tables
#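 cAMP rise read by TR-FRET after 30 min, 37C compound exposure (up to 58 uM) in RXFP1-transfected HEK293 cells with Ro 20174 present. EC50 from Hill-equation fits, with 29 nM porcine relaxin as 100% and buffer as basal.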
# Vif-APOBEC3G blk: qHTS for Inhibitors of Vif-A3G Interactions: qHTS | Potency, µM (doses to about 46.1 µM), for inactives: at the top dose activity, negative = active, usual class: inhibitors | DNA dC->dU-editing enzyme APOBEC-3G (Homo sapiens), Q9HC16 | actives 0.076% (n = 410,000) | HeLa A3G-eYFP + Vif (tagged APOBEC3G with the HIV-1 protein that degrades it), YFP fluorescence, overnight | AID 602310, 2012;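 also: potency is read from the fitted curve at half-maximal effect; % is scaled to controls: 0 for no effect and ±100 for the full control effect; nearly all actives have a fitted effect of over 60% in size; hits raise eYFP signal because A3G escapes Vif-driven loss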
#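 HeLa cells stably expressing Vif and C-terminally eYFP-tagged A3G, seeded overnight at 37 deg C, then exposed to compound by pintool overnight at 37 deg C. Rise in yellow fluorescence (Ex 488/Em 500-530, Acumen) marks blocked Vif-driven A3G degradation.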
# D1 antagonist: Antagonist of Human D 1 Dopamine Receptor: qHTS; activity change, negative = inhibition, % at 10 µM; actives 3.2% (n = 360,000); HEK293 TREx D1 cells, calcium flux, dopamine EC80; active compounds read low; AID 504652, 2011; in the data active = activity change below about -30%; also: % is scaled to controls: 0 for no effect and ±100 for the full control effect
#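 Using tetracycline-induced force-coupled D1 Hek293 cells and a calcium dye, signals were followed for 180 s after compound, then for 180 s after EC80 dopamine, to detect inhibitors.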
# Vif-A3F inh: qHTS for Inhibitors of Vif-A3F Interactions: qHTS. actives 0.2% (n = 390,000). Potency, µM (highest dose often 46.1 µM), without a hit: top-dose activity, negative = active. AID 602313, 2012. HeLa A3F-eYFP + Vif (tagged APOBEC3F with the HIV-1 protein that degrades it), YFP fluorescence increase; also: potency is read from the fitted curve at half-maximal effect; % of control where 0% means no effect; nearly all actives have a fitted effect of over 65% in size
#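 HeLa cells stably expressing Vif plus C-terminally eYFP-tagged A3F were seeded, incubated overnight at 37 deg C, dosed with compound, incubated overnight again at 37 deg C. Yellow fluorescence (Ex 488/Em 500-530) reported blocked Vif-mediated A3F-eYFP degradation.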
# D2 potentiator: HTS Assay for Positive Allosteric Modulators of the Human D2 Dopamine Receptor: Primary Screen for Potentiators; D(2) dopamine receptor (Homo sapiens), P14416; HEK293 T-REx D2, calcium flux, EC20 dopamine potentiation; potentiation, % at 10 µM; actives 0.34% (n = 340,000); AID 485347, 2010;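 active = potentiation over 3 SD above the plate norm, cut at about 30% in these data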; also: 0% is about no effect
# Target sequence (P14416 whole entry, looked up): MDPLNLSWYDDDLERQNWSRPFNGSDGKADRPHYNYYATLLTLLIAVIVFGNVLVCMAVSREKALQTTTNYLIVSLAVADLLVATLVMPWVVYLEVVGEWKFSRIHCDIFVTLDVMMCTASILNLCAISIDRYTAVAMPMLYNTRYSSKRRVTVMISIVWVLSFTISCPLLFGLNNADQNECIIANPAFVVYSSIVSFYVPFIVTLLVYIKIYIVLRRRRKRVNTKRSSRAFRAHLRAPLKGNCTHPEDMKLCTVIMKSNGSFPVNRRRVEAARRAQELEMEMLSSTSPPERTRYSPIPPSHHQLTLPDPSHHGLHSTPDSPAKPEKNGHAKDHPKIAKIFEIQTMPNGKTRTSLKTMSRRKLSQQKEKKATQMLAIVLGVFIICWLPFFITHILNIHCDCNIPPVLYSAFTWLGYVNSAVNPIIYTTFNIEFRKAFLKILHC
#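 Using a no-wash calcium dye in inducible, force-coupled HEK293 Trex cells expressing D2, we tracked fluorescence each second for 180 s after compound, then for 180 s after EC20 dopamine to detect augmented signalling.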
# D1 ag: Allosteric Agonists of the Human D1 Dopamine Receptor: qHTS. activation, % at 2 µM. D(1A) dopamine receptor (Homo sapiens), P21728. actives 1% (n = 360,000). AID 504660, 2011. HEK293 T-REx D1 cells, calcium flux, agonist mode; in the data active = activation above about 30%; also: 0% is about no effect
#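 Tetracycline-induced HEK293 TREx D1 cells, force-coupled to calcium signalling, were dye-loaded with a no-wash calcium kit. Compound was pin-added after a 10 s baseline. Fluorescence was read kinetically at 1 cycle/s for 180 s, with calcium rises flagged as agonism.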
# RXFP1 antag: qHTS Assay for Antagonists of the Relaxin Receptor RXFP1. Relaxin receptor 1 (Homo sapiens), Q9HBX9. HEK293-RXFP1, relaxin-stimulated cAMP HTRF, 30 min; active compounds read low. activity change, negative = inhibition, % at 57.5 µM. actives 0.59% (n = 350,000);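 active = activity change of -60% or lower, but not beyond a set lower limit; inconclusive = change between -60% and -40%, or beyond the set limit; inactive = change above -40%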; also: % is scaled to controls: 0 for no effect and ±100 for the full control effect
# * marks the source's active call; other numbers are inactive results; ? = inconclusive; . = not tested or not shown; & = joins results of further samples. Unless noted, calls follow the shape of the dose curve; as a rule, active = well fitted curve in the direction sought with a large enough effect; inconclusive = small, poorly fitted or top-dose-only effect, or another doubt; inactive = no such curve, though single readings can be large; an effect the other way counts as inactive or inconclusive.
SMILES,D1 PAM,Glioma ERSR ind,RXFP1 agonist,Vif-APOBEC3G blk,D1 antagonist,Vif-A3F inh,D2 potentiator,D1 ag,RXFP1 antag
O=C(CNC(=O)c1cccc(F)c1)N/N=C/c1cccc([N+](=O)[O-])c1,-2,-3%,-1.8%,0%,-9,-6%,-7,0,-12
N#CCCN(C(=S)Nc1ccc(Cl)c(Cl)c1)C1CCCCC1,.,-3%,.,-11%,.,5%,.,.,-31
COc1cccc(NC(=O)CN(C)C(=O)CC2CCCCC2)c1,2,-3%,0.9%,-2%,4,1%,-16,2,-2
CCOc1ccc(S(=O)(=O)N2CCOCC2)c2ccccc12,-1,-4%,-0.5%,-1%,15,1%,2,4,1
Cc1cccc(-c2noc(CCC(=O)NC3CCCC3)n2)c1,-7,-1%,-0.4%,-6%,-18,?,-1,9,-4
Oc1c(C(c2ccc(Cl)cc2Cl)N2CCN(c3ccccc3)CC2)sc2nc(-c3ccco3)nn12 (stereo not given),8,1%,-0.7%,-9%,.,5%,18,0,-17
Cc1nc2ccccc2c(=O)n1NC(=O)c1ccc(C(C)(C)C)cc1,-6,-2%,-2.5%,-6%,8,-12%,12,2,9
Cc1ccc(NC(NC(=O)c2ccccn2)C(Cl)(Cl)Cl)cc1 (stereo not given),.,-3%,0.1%,3%,.,2%,.,.,5
CC(/C=N/n1cnnc1)=C\c1ccccc1,4,-3%,-0.3%,-13%,12,0%,11,10,-10
COc1ccc(CCNc2nc(-c3ccc(O)cc3)cs2)cc1OC,-1,4%,3.3%,-2%,-22,1%,-1,9,-10
Cc1cc(C)nc(SCC(=O)NCc2ccco2)n1,-2,-4%,1.9%,-1%,-8,3%,-9,4,.
O=C1CCCCCN1Cc1nnc(SCc2nc3ccccc3s2)n1-c1ccccn1,-6,-1%,4.8%,1%,-4,0%,5,2,0
O=C1c2oc3ccccc3c(=O)c2C(c2ccccn2)N1Cc1ccccc1 (stereo not given),-2,-8%,-0.5%,0%,-7,-1%,-5,3,-11
CC(C)Cn1c(SCC(=O)Nc2ccc(Cl)cc2F)nc(O)cc1=O,.,-5%,.,-12%,.,?,.,.,-14
Cc1nc(NC(=O)C2CC2)sc1C(=O)Nc1cccc(Cl)c1,-4,1%,0.7%,-19%,25,-18%,-7,6,12
COC(=O)C1(C(F)(F)F)N=C(C(F)(F)F)Nc2ccc(Cl)cc21 (stereo not given),-7,-4%,1.2%,0%,-10,-13%,.,1,11
COc1cccc(N2CC(C(=O)NNC(=O)c3ccc(Cl)cc3)CC2=O)c1 (stereo not given),-1,-1%,-1.3%,1%,12,2%,-4,0,-27
C[C@@H](C(=O)Nc1ccc2ccccc2c1)[C@H]1C[C@]1(C)[C@H](NC(=O)OCc1ccccc1)c1ccccc1,0,-3%,3.1%,0%,-5,7%,0,7,.
CCCCn1c(N)c(N(CCC(C)C)C(=O)c2c(CC)noc2C)c(=O)[nH]c1=O,.,-3%,.,0%,.,-5%,.,.,1
Cc1c(Cl)cccc1NC(=O)CCS(=O)(=O)c1ccc(Br)s1,9,-3%,2.9%,-3%,-3,-2%,20,6,.
COc1ccccc1NC(=O)CSc1nc(-c2cccc(Cl)c2)nc2c1Cc1c(CO)cnc(C)c1O2,-2,0%,-1.0%,-1%,3,-2%,.,1,-4
CCOC(=O)c1c(NC(=O)CSc2nnc(CNc3ccc(OC)cc3)n2C)sc(C)c1C,-1,-5%,-0.5%,0%,0,2%,-5,3,-5
CC1=C(C(=O)Nc2ccccc2C(=O)NC2CCCCC2C)SCCO1 (stereo not given),3,-5%,2.6%,3%,-8,2%,2,3,7
O=C(O)C1CCCCN1S(=O)(=O)c1ccc2ccccc2c1 (stereo not given),-4,1%,1.1%,0%,-6,-5%,7,2,-3
O=C(Nc1ccc(Cc2ccncc2)cc1)c1cc(F)c(F)cc1Cl,4,-4%,1.8%,-1%,-3,-1%,6,4,3

# Record cards, from the list above. Order of screens: D1 PAM | Glioma ERSR ind | RXFP1 agonist | Vif-APOBEC3G blk | D1 antagonist | Vif-A3F inh | D2 potentiator | D1 ag | RXFP1 antag
# Cc1cccc(-c2noc(CCC(=O)NC3CCCC3)n2)c1 is listed as -7 | -1% | -0.4% | -6% | -18 | ? | -1 | 9 | -4
# CCCCn1c(N)c(N(CCC(C)C)C(=O)c2c(CC)noc2C)c(=O)[nH]c1=O is listed as . | -3% | . | 0% | . | -5% | . | . | 1
# COc1cccc(NC(=O)CN(C)C(=O)CC2CCCCC2)c1 is listed as 2 | -3% | 0.9% | -2% | 4 | 1% | -16 | 2 | -2

# (further entries)
SMILES,D1 PAM,Glioma ERSR ind,RXFP1 agonist,Vif-APOBEC3G blk,D1 antagonist,Vif-A3F inh,D2 potentiator,D1 ag,RXFP1 antag
Cc1cccc(NC(=O)NNC(=O)CCc2ccccc2)c1,0,-3%,0.2%,2%,-13,3%,10,2,-5
Cc1ccc(/C=C/c2onc(C)c2S(=O)(=O)N2CCC(C(=O)Nc3ccc(C)c(N(C)C)c3)CC2)cc1,-3,-3%,0.2%,2%,-13,5%,-23,4,5
c1ccc(-n2c(-c3ccncc3)nnc2N2CCOCC2)cc1,-7,-3%,0.8%,-3%,1,6%,0,1,0
COc1ccc(N2C(=O)[C@@H]3Cc4ccccc4CN3C2=O)cc1,-4,2%,1.5%,-1%,2,8%,9,1,4
COC(=O)c1ccc(Cn2c(SCc3cccc(C)c3)nc3ccncc32)cc1,2,-4%,0.8%,-2%,-32*,0%,-18,52*,?
O=C(Nc1ccc(S(=O)(=O)Nc2cnc3ccccc3n2)cc1)c1ccc(F)cc1,.,8%,.,0%,.,?,.,.,-3
CN(C)[C@@H]1C(=O)C(C(N)=O)=C(O)[C@@]2(O)C(=O)C3=C(O)c4c(O)ccc(Cl)c4[C@@H](O)[C@H]3C[C@@H]12,-4,-6%&0%,14%,1%,-43*,-2%,1,2,-14
CC(=O)N/C(=N/c1nc(C)cc(C)n1)Nc1ccc(C)cc1C,-7,-7%,0.8%,5%,4,1%,1,0,-8
O=C(NNC(=O)c1ccccc1[N+](=O)[O-])c1cccs1,2,0%,-0.4%,0%,-7,-13%,-22,6,-5
COc1ccccc1C(=O)N1CCCC1(C#N)c1ccccc1 (stereo not given),0,-3%,-0.1%,3%,2,-1%,-1,-2,-19
Cc1cc(NCCO)nc(-n2nc(C)cc2C)n1,-1,-3%,3.3%,1%,3,-8%,15,4,-8
CCOC(=O)C(NC(C)=O)(Nc1cccc(F)c1)C(F)(F)F (stereo not given),-3,-3%,2.2%,0%,2,-11%,.,2,-3
CCOC(=O)/C(C(N)=NC)=C(\O)c1ccccc1,0,-3%,-0.7%,-1%,-3,1%,1,0,-5
Cc1cnc(NC(=O)CSc2nc3ccccc3s2)s1,-2,-5%,-2.8%,-13%,-11,-7%,0,3,-1
CC(C)(C)CC(=O)Nc1nnc(CCc2ccccc2)s1,0,5%,0.8%,-2%,9,9%,11,5,-8
COc1ccc(C(CC(=O)c2ccccc2)C2CCCCC2=O)cc1 (stereo not given),-1,-3%,-0.1%,-1%,.,9%,-7,6,-9
Cc1ccc(NC(=O)CN2CCC(NC(=O)C3CCCCC3)CC2)c(Br)c1,-1,0%,2.7%,1%,3,-1%,-1,0,-5
CC1CCCC(NC(=O)COC(=O)c2ccccc2Sc2ccccc2C#N)C1C (stereo not given),-4,-3%,19%,1%,1,1%,-2,3,.
CC(=O)Nc1ccc(N(CC(=O)NCC2CCCO2)C(=O)CCC(=O)Nc2cc(C)on2)cc1 (stereo not given),.,-1%,3.7%,2%,8,-2%,-4,6,13
Cc1ccc(C(=O)N/C(=C\c2ccc(-c3ccc(Cl)cc3)o2)C(=O)NCCCN(C)C)cc1,-4,-7%,-0.2%,?,-26,16%,-4,0,-26
Cc1ccc(NC(=O)C2CC(=O)N(CCc3ccccc3)C2)cc1Cl (stereo not given),7,1%,-0.5%,-4%,-3,1%,-4,1,-9
O=C(NCc1cccs1)c1ccc([N+](=O)[O-])cc1,-8,2%,-0.6%,0%,-22,0%,6,2,11
CCc1cc(=O)oc2c(C)c(OCC(=O)Nc3ccc(S(=O)(=O)N(CC)CC)cc3)ccc12,0,2%,4.9%,2%,2,-10%,.,0,1
CCOC(=O)/C(N=Nc1c(C)n(C)n(-c2ccccc2)c1=O)=C(/O)c1ccccc1,-1,-4%,-1.3%,1%,-5,11%,-2,1,1
COc1ccc(-c2sc(Nc3ccc(F)c(F)c3F)nc2CCC(=O)NN)cc1,-4,3%,-3.2%,-4%,1,-51%,.,-1,-13

# (list continues)
SMILES,D1 PAM,Glioma ERSR ind,RXFP1 agonist,Vif-APOBEC3G blk,D1 antagonist,Vif-A3F inh,D2 potentiator,D1 ag,RXFP1 antag
COc1ccc(CNc2nc(-c3ccco3)nn2S(=O)(=O)c2ccc(Cl)cc2)cc1OC,-2,-1%,1.7%,-8%,2,-1%,15,5,-10
N#Cc1cnc(SCC(=O)N2CCCC2)nc1N,-1,-3%,7.0%,2%,7,1%,8,3,-3
O=C(CCCOc1ccc(Cl)cc1)NC1CCCCC1,-6,-2%,-4.3%,3%,4,0%,-5,-1,-1
CCOc1ccc(CNC(=O)C2CCN(C(=O)c3ccc(-n4ccc5ccccc54)s3)CC2)cc1,-5,-5%,?,6%,-6,-2%,0,11,-5
C=CCn1c(P(=O)(O)c2ccccc2)nc2ccccc21,5,-4%,1.3%,5%,1,.,19,15,-6
COc1ccccc1OCC(=O)N1CCCC(Nc2ccc(C)c(C)c2)C1 (stereo not given),-1,-1%,-3.0%,-4%,13,3%,9,0,-10
O=C1CSC(c2cccc([N+](=O)[O-])c2)N1c1ccccc1 (stereo not given),-2,-2%,1.8%,-4%,-3,13%,5,0,-4

# Not all compounds are listed. The share of hits here may be higher or lower than overall.
